Wnt bcat act: Wnt/beta-catenin pathway activators, primary screen, cell-based, plate reader, single point. Wnt/beta-catenin reporter cell assay, activator. activation, % at 9.35 µM. 1.2% of 300,000 active. AID 743398, 2014; in the data active = activation above about 30%, passing the limit was not always enough;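 also: 0% = neutral control wells and 100% = positive control wells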
phage Ecoli inh: growth loss of phage-infected E. coli, primary screen, RecBCD inhibitor project, absorbance, with phage, HTS | 0.26% of 360,000 active | AID 651602, 2012 | inhibition, % at 11.9 µM; in the data active = inhibition above about 11%
* hit, by the source's call.

Start of the data: the first 15 records (preview)
Wnt bcat act	phage Ecoli inh	structure
-3	0.2	OC(c1ccccc1)c1nc(/C=C/c2ccc(C(F)(F)F)cc2)cs1 (stereo not drawn)
-3	3.0	CN1CCN(c2ccc3c(c2)OC[C@H](Cc2ccccc2)NS3(=O)=O)CC1
-1	1.3	O=C1NC[C@H](CCCCN2C[C@H](Cc3ccc(O)cc3)N(CC3CCCCC3)C(=O)C2=O)N(Cc2ccccc2)C1=O
-2	0.1	CCCCn1nnnc1C(c1ccccc1)N1CCN(c2c(Cl)cncc2Cl)CC1 (stereo not drawn)
-1	2.1	O=C(Nc1cccc(S(=O)(=O)C(F)(F)F)c1)[C@@H]1O[C@H](CO)[C@@H](O)[C@H]1O
0	1.4	Oc1ccc(Nc2ccc3ccccc3c2)cc1
-2	-1.4	CCCC(=O)N1CCCC1(C)C(=O)NCc1c(F)ccc(C)c1F (stereo not drawn)
-3	2.3	CCOC(=O)C1(C)CCCCN1C(=O)c1cccnc1 (stereo not drawn)
-1	2.4	COc1ccc(N2C[C@H](Cc3ccccc3)[C@@H](CC(=O)Nc3ccccc3)C2=O)cc1
0	1.2	Cc1ccsc1C(=O)OCC(=O)Nc1cccc(S(=O)(=O)N2CCCCC2)c1
-2	3.2	C[C@@H]1CN([C@@H](C)CO)S(=O)(=O)c2ccc(Br)cc2O[C@@H]1CN(C)C(=O)c1ccc(F)cc1
0	2.7	Cc1ccc(N2CCN(C(=O)C(=O)c3cccc(Br)c3)CC2)cc1
-2	5.0	Cc1ccc(P(=O)(c2ccc(C)cc2)[C@@H](NC(c2ccccc2)c2ccccc2)c2ccccc2)cc1
-1	1.8	CC(C)c1ccc(NC2CCCN(C(=O)CN3CCCCC3=O)C2)cc1 (stereo not drawn)
-1	0.7	COC(=O)c1cc2c(c3c4cc(F)ccc4n(C(=O)c4ccccc4)c13)C(=O)N(Cc1ccco1)C2

The listing, previewed entries included:
Wnt bcat act	phage Ecoli inh	structure
-3	0.2	OC(c1ccccc1)c1nc(/C=C/c2ccc(C(F)(F)F)cc2)cs1 (stereo not drawn)
-3	3.0	CN1CCN(c2ccc3c(c2)OC[C@H](Cc2ccccc2)NS3(=O)=O)CC1
-1	1.3	O=C1NC[C@H](CCCCN2C[C@H](Cc3ccc(O)cc3)N(CC3CCCCC3)C(=O)C2=O)N(Cc2ccccc2)C1=O
-2	0.1	CCCCn1nnnc1C(c1ccccc1)N1CCN(c2c(Cl)cncc2Cl)CC1 (stereo not drawn)
-1	2.1	O=C(Nc1cccc(S(=O)(=O)C(F)(F)F)c1)[C@@H]1O[C@H](CO)[C@@H](O)[C@H]1O
0	1.4	Oc1ccc(Nc2ccc3ccccc3c2)cc1
-2	-1.4	CCCC(=O)N1CCCC1(C)C(=O)NCc1c(F)ccc(C)c1F (stereo not drawn)
-3	2.3	CCOC(=O)C1(C)CCCCN1C(=O)c1cccnc1 (stereo not drawn)
-1	2.4	COc1ccc(N2C[C@H](Cc3ccccc3)[C@@H](CC(=O)Nc3ccccc3)C2=O)cc1
0	1.2	Cc1ccsc1C(=O)OCC(=O)Nc1cccc(S(=O)(=O)N2CCCCC2)c1

Wnt bcat act	phage Ecoli inh	structure
-2	3.2	C[C@@H]1CN([C@@H](C)CO)S(=O)(=O)c2ccc(Br)cc2O[C@@H]1CN(C)C(=O)c1ccc(F)cc1
0	2.7	Cc1ccc(N2CCN(C(=O)C(=O)c3cccc(Br)c3)CC2)cc1
-2	5.0	Cc1ccc(P(=O)(c2ccc(C)cc2)[C@@H](NC(c2ccccc2)c2ccccc2)c2ccccc2)cc1
-1	1.8	CC(C)c1ccc(NC2CCCN(C(=O)CN3CCCCC3=O)C2)cc1 (stereo not drawn)
-1	0.7	COC(=O)c1cc2c(c3c4cc(F)ccc4n(C(=O)c4ccccc4)c13)C(=O)N(Cc1ccco1)C2
-3	9.4	COC(=O)C[C@@H]1C=C[C@@H](NC(=O)NC2CCCC2)[C@@H](CO)O1
-1	-0.9	COc1ccc(N2CCN(C(=O)Oc3ccc([N+](=O)[O-])cc3)CC2)cc1
-2	2.7	O=C(Nc1cccc2c1CCCC2)c1cc(C2CCCCN2C(=O)CCCc2ccccc2)on1 (stereo not drawn)
-3	2.7	COc1ccc(F)cc1-c1cc(NC(C)=O)c2ncc(-c3cc(OC)c(OC)c(OC)c3)n2c1
-2	3.5	O=c1[nH]c2cc3ccccc3cc2nc1-c1nnnn1Cc1ccccc1

Wnt bcat act	phage Ecoli inh	structure
-3	1.8	CCOC(=O)CCCCCC(=O)Nc1ccc2c(c1)C(=O)N([C@@H](C)CO)C[C@H](C)[C@H](CN(C)C(=O)Nc1ccc(C(F)(F)F)cc1)OCCCC[C@H](C)O2
-1	1.7	CC(C)C[C@H](NC(=O)C1CC1)C(=O)N1CCC[C@H]1C(=O)NCc1ccccc1
-2	1.9	O=c1[nH]c(=S)[nH]c2c1C(c1ccc(Cl)cc1)OC(C1CCCCC1)C2 (stereo not drawn)
-2	-0.3	COc1ccc(C(=O)N/C(=C\c2cn(S(=O)(=O)N(C)C)c3ccccc23)C(=O)N2CCN(C)CC2)cc1OC
-1	0.2	OC[C@@H]1CN(Cc2cccc3ccccc23)C[C@H](n2cnc3c(NCc4ccco4)ncnc32)O1
-4	3.9	COC(=O)C1CCN(C2CN(Cc3ccc([N+](=O)[O-])cc3)S(=O)(=O)C2)CC1 (stereo not drawn)
-4	3.2	Cc1ccc(S(=O)(=O)N(C)C[C@H]2Oc3cc(C#CC4CCCC4)ccc3S(=O)(=O)N([C@H](C)CO)C[C@H]2C)cc1
2	3.6	Cc1ccc(-c2csc(C(O)c3ccccc3)n2)cc1C (stereo not drawn)
0	2.4	CNc1cncc(-c2cccc(NS(C)(=O)=O)c2)n1
8	0.5	COCC1CCN(C(=O)c2ccc3oc(C(C)C)nc3c2)C1 (stereo not drawn)

Wnt bcat act	phage Ecoli inh	structure
1	-4.7	NC(COCc1ccccc1)c1csc(Nc2ccccn2)n1 (stereo not drawn)
-1	-1.4	COc1ccc(CN2C(=O)CSCC2(C)C(=O)Nc2ccc3c(c2)OCCO3)cc1 (stereo not drawn)
0	-0.3	NC(=O)c1cccc(Nc2nc(C(N)C3CCCCC3)cs2)n1 (stereo not drawn)
-2	2.7	COc1ccc(CN2C(=O)C(CC(=O)NCCCN(C)C)CC(C(=O)N3CCOCC3)=C2C)cc1 (stereo not drawn)
-3	0.5	CC(=O)Nc1ccc(CN(C)c2c(C)nc3ccc(C(=O)N4CCN(C(=O)c5ccco5)CC4)cn23)cc1
-1	1.1	CCOC(=O)C1(C)CCCN(C(=O)c2cc(C)oc2C)C1 (stereo not drawn)
-7	1.0	COc1cc2c(cc1OC)C(c1ccc3c(c1)Cc1ccccc1-3)OC(=O)C2 (stereo not drawn)
-1	0.8	CCC(=O)c1ccc(OCC(=O)OCc2csc(CC(=O)Nc3ccccc3C)n2)cc1
-2	4.2	CCC(c1nc2ccccc2[nH]1)N(CCCn1ccnc1)C(=O)c1ccc(C(F)(F)F)cc1 (stereo not drawn)
-3	2.1	CCNC(=O)C1(C)CCCN(Cc2noc(-c3ccccc3OC)n2)C1 (stereo not drawn)

Wnt bcat act	phage Ecoli inh	structure
-2	1.2	C[C@@H](CO)NC(=O)c1nc[nH]c1C(=O)N[C@H](C)c1ccccc1
-11	3.9	O=C(NCc1ccco1)C1Cc2c(-c3cccc(F)c3)ccnc2O1 (stereo not drawn)
-1	-0.1	Cc1[nH]c(=O)sc1C(=O)NCc1ccc([N+](=O)[O-])cc1
-1	4.9	CN(C(=O)COC(=O)c1cccs1)c1ccccc1
0	0.7	CCOC(=O)c1c(C)[nH]c(C(=O)OC(C)C(=O)Nc2ccc(C)cc2)c1C (stereo not drawn)
0	3.3	CC1(C)CC(=O)C=C(c2ccc(COC(=O)c3cc(F)cc(F)c3)cc2)C1=O
2	4.5	COc1ccc([C@H]2N[C@]3(CCCN(Cc4cccn4C)C3=O)[C@H]3C(=O)N(C)C(=O)[C@@H]23)cc1
-1	1.4	COC(=O)c1ccc(CNC(=O)COC(=O)/C=C/c2cccc(OC)c2)cc1
-3	-3.0	COc1cc(Nc2ccn3nccc3n2)cc(OC)c1OC
-3	-0.6	COc1ccc2nc(N3C(=O)C(O)=C(C(=O)c4ccco4)C3c3ccc(OC)c(OC)c3)sc2c1 (stereo not drawn)

Wnt bcat act	phage Ecoli inh	structure
-4	0.2	COC(=O)[C@@]12C[C@@H](CC(=O)N3CCC(c4ccccc4)CC3)C(=O)N(Cc3ccco3)C1=CCC(C)(C)C2
0	2.4	CCCCn1nnnc1C1(C)CCC(=O)N1CCc1ccc(O)cc1 (stereo not drawn)
0	-1.4	CC(C)C[C@@H]1COc2cccc(N(C)CCO)c2S(=O)(=O)N1
-2	2.3	CC(C)n1nnnc1C1c2ccccc2C(=O)N1CCCn1ccnc1 (stereo not drawn)
-1	3.8	Cc1cc(O)ccc1-c1cc(C(=O)NCc2cc(C(F)(F)F)cc(C(F)(F)F)c2)[nH]n1
-2	0.0	Cc1cccc(C)c1NC(=O)C(c1ccccc1)n1c(=O)c(-c2ccco2)nc2ccccc21 (stereo not drawn)
1	3.8	CCN1C(=O)[C@H]2[C@@H](c3ccc(C)cc3)N[C@]3(CCCN(Cc4ccc(C)cc4)C3=O)[C@H]2C1=O
-6	1.7	CCOc1ccc(Cl)cc1-c1cc(C(=O)Nc2ccc(OC)cc2OC)[nH]n1
-1	1.2	CCOC(=O)C1=CCN(S(=O)(=O)c2ccc(C)cc2)C1c1ccc(Br)cc1 (stereo not drawn)
-1	1.4	C[C@@H]1ON(C)[C@H]2C[C@H]3c4[nH]c5ccccc5c4CCN3C(=O)[C@@H]12

Wnt bcat act	phage Ecoli inh	structure
1	1.4	C[C@@H]1CN([C@@H](C)CO)C(=O)CCCn2nncc2CO[C@@H]1CN(C)C(=O)Nc1ccc2c(c1)OCO2
-3	-1.0	CC1(C(=O)NCCc2ccccc2)Cc2c(-c3ccc(C(N)=O)cc3)ccnc2O1 (stereo not drawn)
-3	4.0	COc1ccccc1CNc1nc2cc(-c3ccccc3C)sc2c(=O)n1C
-2	5.2	CN(C)c1ccc(-c2ccnc3c2CC(C)(C(=O)Nc2cccc(C(F)(F)F)c2)O3)cc1 (stereo not drawn)
-2	4.1	CC1(Cc2cc(Cl)ccc2C(F)(F)F)C(=O)Nc2ccc(-c3ccc(F)c(Cl)c3)cc21 (stereo not drawn)
-4	3.6	C[C@@H]1CN([C@@H](C)CO)C(=O)CCCn2cc(nn2)CO[C@H]1CN(C)C(=O)C1CCCCC1
-4	-0.3	CC(c1nc2ccccc2[nH]1)n1c(=O)c(-c2ccco2)nc2ccccc21 (stereo not drawn)
-1	2.5	Cc1ccccc1CN1C(=O)c2ccccc2C1c1nnnn1C(C)C (stereo not drawn)
0	2.5	O=C(CCc1c[nH]c2ccccc12)Nc1ccc(Nc2ccccc2)cc1
-2	5.8	C[C@@H]1CN([C@H](C)CO)C(=O)CCCn2cc(nn2)CO[C@H]1CN(C)C(=O)Nc1ccc(C(F)(F)F)cc1

Wnt bcat act	phage Ecoli inh	structure
-1	0.0	CCC(=O)N1Cc2cc(C(=O)NCC(F)(F)F)nc(-c3cccc(-c4cncnc4)c3)c2[C@@H]1CCO
-2	2.3	OC[C@@H]1CN(Cc2ccccc2)C[C@H](n2cnc3c(N4CCOCC4)ncnc32)O1
0	3.6	COc1ccc(C(=O)NCC2CCN(C(=O)C(=O)c3cccs3)CC2)c(OC)c1
4	2.6	COc1cccc(-c2cnc3c(NC(C)=O)cc(-c4cc(OC)c(OC)c(OC)c4)cn23)c1
13	1.7	OC(c1ccc(Cl)c(F)c1)c1ncc(-c2cccc3ccccc23)[nH]1 (stereo not drawn)
-1	0.6	NC(=O)c1ncn([C@@H]2O[C@H](C(=O)N[C@H](Cc3c[nH]c4ccccc34)C(=O)N3CCN(C(=O)N4CCCCC4)CC3)[C@@H](O)[C@H]2O)n1
-4	1.3	CCN(CC)CCNC(=O)c1ccc(NC(=O)c2ccc(-n3cncn3)c([N+](=O)[O-])c2)cc1
-3	1.6	CCCCN(C=O)c1c(CC)nc2ccc(C(=O)Nc3cc(-c4ccccc4)ccc3OC)cn12
-2	1.7	CCCCc1c(-c2cccc(OC)c2)ncn1CCc1ccccc1OC
-3	3.3	COCCNc1ncnc2c1ncn2[C@H]1CN(Cc2cccs2)C[C@@H](CO)O1

Wnt bcat act	phage Ecoli inh	structure
-3	1.5	CCC(CC)CN1CCC(CN2C(=S)NC[C@@H]2Cc2ccccc2)CC1
-2	-0.4	c1ccc(Cn2c(Cn3c(-c4cnccn4)nc4ccccc43)nc3ccccc32)cc1
12	-1.0	CN(C)c1ccc(C(=N)Cc2ccc3ccccc3n2)cc1
-3	1.9	Cc1[nH]nc2c1C(c1ccc(Br)cc1)N(Cc1ccccc1)C2=O (stereo not drawn)
-2	0.2	C[n+]1cccc(NC(=O)c2ccccc2)c1
2	4.0	S=C1NC2(CCCCCC2)NN1c1ccccc1
-6	2.1	O=[N+]([O-])c1ccc(S(=O)(=O)N2CCN(c3ccccn3)CC2)cc1
-3	0.7	COc1ccc(CN2C(=O)C(CC(=O)NCCCCc3ccccc3)CC(C(=O)N(C)C)=C2C)cc1 (stereo not drawn)
-4	3.5	COC(=O)c1cc2c(c3c4ccccc4n(S(=O)(=O)c4cccc(C)c4)c13)C(=O)N(Cc1ccc(N(C)C)cc1)C2
-1	1.4	O=C(NCc1ccccc1Cl)c1ccc2nc([C@@H]3O[C@H](CO)[C@@H](O)[C@H]3O)[nH]c2c1

Wnt bcat act	phage Ecoli inh	structure
-1	2.3	C[C@H](NC(=O)c1ncn2c1C(=O)NC[C@H]2C)C(=O)OC(C)(C)C
-1	0.3	CCc1nc2c(OCCc3cccc(OC)c3)cccn2c1N(C)C(=O)c1ccc(C)cc1
1	2.2	Oc1cccc(N2CCN(c3cccc(O)c3)CC2)c1
-2	2.2	O=C(NC1CCCC1)C(c1ccco1)N1CCC(O)(c2ccc(Cl)cc2)CC1 (stereo not drawn)
0	0.8	CCCNC(=O)C1(C)CCCN(C(=O)COCc2ccccc2)C1 (stereo not drawn)
-3	1.3	COC(=O)[C@@]12C[C@@H](CC(=O)NCc3ccc(C)o3)C(=O)N(Cc3ccc4c(c3)OCO4)C1=CCC(C)(C)C2

From PubChem

Only part of the results is shown; the hit share may differ from the screen's.
